XIAP antagonists – XIAP antagonists, biochemical, IAP family, fluorescence polarization (AID 1018) | one-dose displacement, % at 20 µM; IC50 in µM for titrated hits | actives 0.007% (n = 200,000) | XIAP BIR domain, fluorescence polarization peptide displacement; higher % means a stronger effect; in the data active means displacement above about 50%; further: a part of the inactive calls stands beside numbers as strong as those of hits
RSV antiviral HEp-2 – inhibition of RSV-induced cytopathic effect – HEp-2 cells, primary 10 µM value included (AID 2391). actives 0.13% (n = 310,000). HEp-2 cells, RSV-induced CPE inhibition; higher % means a stronger effect. one-dose CPE inhibition, % at 10 µM; IC50 in µM for titrated hits; in the data active means a potency from the dose series; inconclusive means CPE inhibition mostly from about 23% at the one dose, without a potency; inactive means the rest, 99 in 100 with CPE inhibition below about 21%; further: strong numbers were not always called active
NS5 inhibitors – Dengue-2 NS5 methyltransferase inhibitors, primary screen, biochemical, confirmation dose response (AID 588689); inhibition, % at 25 µM, or IC50 in µM where a hit was titrated; Dengue-2 NS5 methyltransferase capping enzyme assay, biochemical; higher % means a stronger effect; actives 0.3% (n = 340,000); in the data active means a potency from the dose series; inconclusive means inhibition above about 29% without an active follow-up result
WT yeast gro inh – growth inhibition of WT yeast, mitochondrial fusion screen; mitochondrial fusion phenotypic screen, WT strain; inhibition, % at 10 µM; actives 2.1% (n = 190,000); AID 1362; in the data active means inhibition above about 58%; tested in S. cerevisiae
Yfh1-depleted yeast – mitochondrial function rescue without frataxin homolog – Friedreich's ataxia, plus single-dose screen, dose response (AID 1465); S. cerevisiae Yfh1-off respiration, WST-1 reduction, 72 h; higher fold induction means a stronger effect; fold induction at 50 µM; hits with a dose series show EC50 in µM; actives 0.074% (n = 220,000);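 active means fold induction of absorbance versus untreated yeast above a set limit, then at least 30% activation at any dose in follow-up; inconclusive means repeats straddling the limit, or above it without dose testing; inactive means fold induction below the set limit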;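 further: activators that raise dye reduction in frataxin-depleted yeast; strong numbers were not always called active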
UTI89 phage lysis – protection from phage-mediated lysis, alamar blue read-out – E. coli UTI89, K1F phage, bacterial capsule biogenesis inhibitors (AID 488966); E. coli UTI89 K1F phage lysis, alamar blue, 2 h; higher % means a stronger effect; one-dose inhibition, % at 100 µM; IC50 in µM for titrated hits; actives 0.02% (n = 340,000);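 active means phage lysis inhibition, versus mean bacterial control, above a set limit; inconclusive means no clear call, values can overlap the other calls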;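 further: capsule biogenesis inhibitors block K1F phage lysis so surviving cells raise fluorescence; higher fluorescence means more inhibition of phage lysis; actives were called in the ten point dose series up to 300 µM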
SV40 large T antigen – TAg ATPase/helicase activity blockers – biochemical (AID 1903) | SV40 large T antigen ATPase/helicase inhibition assay; higher % means a stronger effect | inhibition, % at 20 µM; hits with a dose series show IC50 in µM | actives 0.39% (n = 310,000); in the data active means a potency from the dose series; inconclusive means inhibition mostly from about 32% at the one dose, without a potency; inactive means the rest, 99 in 100 with inhibition below about 32%; further: strong numbers were not always called active
CSM14.1 death rescue – rescue of cells from ER stress-induced death, primary screen, 384-well, CSM14.1, thapsigargin, ATP luminescence (AID 1222) | CSM14.1 thapsigargin-induced death rescue, ATP luminescence; higher % means a stronger effect | cellular ATP content (survival), % at 20 µM, or EC50 in µM where a hit was titrated | 190,000 tested, under 10 active;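 active means EC50 below 50 µM in the dose-response confirmation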;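 further: death triggered by thapsigargin at about 15 µM added after 2 h compound pretreatment; cell ATP read after overnight thapsigargin exposure of roughly 18 to 22 hours; normalized against plate controls of thapsigargin alone and 5% DMSO vehicle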
West Nile virus CPE – West Nile virus antiviral activity, cell-based, CPE readout (AID 1621). West Nile virus-infected cells, CPE inhibition; higher % means a stronger effect. one-dose CPE inhibition, % at 10 µM; IC50 in µM for titrated hits. actives 0.02% (n = 290,000); in the data active means a potency from the dose series; inconclusive means CPE inhibition mostly from about 3.7% at the one dose, without a potency; inactive means the rest, 99 in 100 with CPE inhibition below about 2.2%; further: strong numbers were not always called active
WT yeast gro inh mutant strain – further read-out of WT yeast gro inh, marked with its call; inhibition, %; mitochondrial fusion phenotypic screen, mutant strain inhibition
NS5 inhibitors pilot replicate – recorded beside NS5 inhibitors, whose call it bears; inhibition, %; measured here: pilot screen replicate inhibition
An asterisk follows results filed as active; i = inactive; ? = inconclusive; · = not tested or not shown; [ ] = dose if it differs, or a comment.

SMILES	XIAP antagonists	RSV antiviral HEp-2	NS5 inhibitors	WT yeast gro inh	WT yeast gro inh mutant strain	Yfh1-depleted yeast	UTI89 phage lysis	SV40 large T antigen	CSM14.1 death rescue	West Nile virus CPE	others
COC(=O)[C@@H](NC(=O)N1CCN(c2cccc(C(F)(F)F)c2)CC1)C(C)C	-2.0%	-0.5%	-1%	-2	-3	i	-0.6%	11%	-1.5%	-0.5%
O=C(CCNC(=O)c1ccco1)Nc1ccc(OC(F)F)c(Cl)c1	·	1.2%	-2%	·	·	·	-0.1%	7%	·	-0.1%
CC(=O)Nc1cc2c(cc1C(C)=O)OCCO2	-2.1%	-0.3%	-6%	-6	-14	i	0.9%	4%	-1.1%	-0.2%
O=C(Nc1ccc2c(c1)OCO2)N1CCN(c2ccccc2Cl)CC1	-1.8%	3.5%	-9%	-23	-22	i	-0.6%	0%	-1.5%	-0.5%
COc1ccc(C(C)C)cc1S(=O)(=O)N1CCC(C(=O)NCC2CCCO2)CC1 (stereo unspecified)	·	1.4%	-1%	·	·	·	0.0%[50 µM]	5%	·	0.0%
CC(C)(C)c1ccc(C(=O)CSc2nc3ccccc3c(=O)[nH]2)cc1	-9.4%	-0.2%	0%	-9	-9	i	i	-5%	-0.9%	1.0%
Cc1ccc(N=C2S/C(=C/c3cccc(OCC(=O)O)c3)C(=O)N2C)cc1C	·	7.0%	1%	·	·	·	0.1%	-10%	·	0.2%
Cc1cc(C)c2nc(-c3ccccn3)cc(C(=O)NCc3cc(C)n(C)n3)c2c1	-3.9%	2.0%	-5%	12	11	i	1.1%	15%	-0.9%	-0.6%
C=C(C)CSC1=C(C#N)C(c2ccsc2)CC(=O)N1 (stereo unspecified)	-3.3%	0.8%	-1%	4	5	i	0.3%	7%	-0.2%	1.2%
O=C(c1ccc2nc(N3CCOCC3)sc2c1)N1CCN(c2ccc(Cl)cc2)CC1	·	?	5%	·	·	·	0.4%	15%	·	-0.8%
CCOc1ccccc1Oc1cn[nH]c1-c1ccc(OC)cc1O	-3.7%	3.0%	3%	62*	26*	i	-0.3%	26%	-1.4%	0.1%
CS(=O)(=O)N1c2ccccc2[C@@]2(Br)C[C@H]3C(=O)N[C@@H](Cc4ccccc4)C(=O)N3[C@@H]12	·	5.2%	-5%	·	·	i	-0.6%	7%	·	0.0%
Cn1nc(C(F)(F)F)c(/C=N/OC(=O)c2ccccc2)c1SCc1ccc(Cl)cc1	-6.0%	?	-3%	-7	4	i	0.5%	4%	-1.6%	2.4%	NS5 inhibitors pilot replicate=-1.2
Fc1ccccc1/C=C1\CCCC2=C1Nc1nnnn1C2c1ccccc1F (stereo unspecified)	-3.0%	2.6%	-8%	·	·	i	-1.9%	34%	-0.4%	-0.4%
Cc1onc(-c2c(F)cccc2Cl)c1C(=O)NCc1cccs1	-8.1%	1.6%	-8%	17	30	i	3.8%	2%	-0.3%	0.0%
O=S(=O)(c1ccc(Cl)s1)N1CCC2(CC1)OCCO2	·	1.9%	-7%	·	·	·	-0.5%[50 µM]	21%	·	0.4%
Cc1ccc(NC(=O)c2cc(NC(=O)c3ccccc3C(=O)O)ccc2N2CCCCC2)cc1	-1.3%	2.3%	19%	-3	-18	i	-0.1%	19%	-1.7%	-1.3%
CC1NC(=O)N(C)C2NC(=O)N(C)C(c3ccccc3)C12 (stereo unspecified)	-4.2%	2.4%	-2%	-3	-4	i	1.6%	2%	1.8%	-0.3%
O=C(NCc1cccnc1)Nc1ccccc1C(F)(F)F	·	1.8%	-4%	·	·	·	0.0%[50 µM]	10%	·	-0.9%
O=C(CCC1CCCN(C(=O)c2cncs2)C1)NCc1ccc(F)c(F)c1 (stereo unspecified)	-7.4%	-1.0%	-1%	-5	-13	i	-0.3%	0%	0.3%	-0.6%
Cc1ccc(-n2c(C)cc(C3N=C(N)Nc4nc5ccccc5n43)c2C)c(C)c1 (stereo unspecified)	-2.9%	-3.3%	-2%	26	18	i	0.1%	15%	6.3%	-0.1%
Cc1ccc2[nH]c(=O)c(CN(CC3COCCO3)C(=O)Nc3ccccc3C)cc2c1 (stereo unspecified)	-2.9%	2.0%	-9%	-8	9	i	-0.4%	23%	-0.7%	-0.3%
Fc1ccc(N/N=C/C=C/c2ccccc2)c(F)c1	-6.0%	9.2%	-5%	11	-1	i	2.8%	5%	1.3%	-0.9%
CCOC(=O)c1csc(NC(=O)c2ccccc2)n1	-1.0%	0.4%	1%	7	4	i	-2.9%	2%	0.2%	0.4%
COc1ccc(-c2nnc(SCc3cccnc3)o2)cc1	-2.9%	3.4%	3%	-26	15	i	1.7%	12%	-3.0%	-0.2%
O=C(NNC1=Nc2ccccc2SC1)c1ccccc1F	·	2.7%	4%	·	·	i	-0.2%	8%	·	0.9%
COc1ccc(-c2nn(C)c3sc(C(=O)NCc4ccco4)cc23)cc1OC	-2.4%	2.4%	2%	2	5	i	-1.4%	11%	-1.7%	0.5%
Clc1ccc(-c2cc(CN3CCCCC3)no2)cc1Cl	·	2.1%	-1%	·	·	·	0.1%	16%	·	-1.6%
CN1CCC(=NNC(=O)CN(c2cccc(Br)c2)S(C)(=O)=O)CC1	-14%	1.0%	-5%	-5	-3	i	0.0%	2%	7.2%	0.2%
COc1ccc(CC(=O)OC(C)CN2CCCCC2)cc1 (stereo unspecified)	-3.8%	0.7%	0%	7	-2	i	-2.1%	·	0.7%	0.3%
O=C(CNCc1ccco1)Nc1cccc(S(=O)(=O)N2CCCCC2)c1	·	2.5%	-6%	·	·	i	-0.1%	6%	·	-0.2%
CCOC(=O)c1c(-c2ccccc2)nc2ccc(Cl)cn12	-3.0%	?	1%	-5	6	i	0.1%	2%	1.1%	-1.0%
Cc1nc(CNC(=O)C2CCC(=O)N(CCc3ccc(Cl)cc3)C2)sc1C (stereo unspecified)	·	1.0%	-6%	·	·	·	0.0%	34%	·	-0.4%
CN1C(=O)/C(=C/c2cccc([N+](=O)[O-])c2)C(=O)N1c1ccccc1	·	0.5%	26µM*	·	·	·	0.3%	35%	·	-0.6%
COc1cccc(NC(=O)C2CCN(S(=O)(=O)c3ccc4c(c3)N(C(C)=O)CCO4)CC2)c1	·	3.5%	2%	·	·	·	0.1%	4%	·	-0.6%
NS(=O)(=O)c1ccc(N/N=C/c2ccncc2)cc1	·	1.0%	0%	·	·	·	0.1%	-1%	·	0.2%
CN(c1ccc(C(=O)NCc2ccccn2)cc1)S(C)(=O)=O	-12%	0.9%	-1%	-2	-2	i	-0.2%	6%	-0.2%	0.2%
COc1cc2c(C(=O)NCc3ccc4c(c3)OCO4)cn(C)c(=O)c2cc1OC	-6.0%	0.7%	-8%	-10	-15	i	0.7%	-6%	-1.8%	0.6%
Cc1ccc(C2CC(=O)C(C=NCCN3CCN(CC(=O)Nc4cc(C)cc(C)c4)CC3)=C(O)C2)cc1 (stereo unspecified)	-7.3%	·	5%	-17	-2	i	0.0%	9%	1.8%	-0.4%
CCCCN(C(=O)c1cc2ccccc2o1)c1c(N)n(CCC)c(=O)[nH]c1=O	-1.9%	1.5%	-5%	8	11	i	0.2%	0%	-2.5%	0.2%

Reprinted from the part before: five compounds; new compounds follow.
SMILES	XIAP antagonists	RSV antiviral HEp-2	NS5 inhibitors	WT yeast gro inh	WT yeast gro inh mutant strain	Yfh1-depleted yeast	UTI89 phage lysis	SV40 large T antigen	CSM14.1 death rescue	West Nile virus CPE	others
NS(=O)(=O)c1ccc(N/N=C/c2ccncc2)cc1	·	1.0%	0%	·	·	·	0.1%	-1%	·	0.2%
CN(c1ccc(C(=O)NCc2ccccn2)cc1)S(C)(=O)=O	-12%	0.9%	-1%	-2	-2	i	-0.2%	6%	-0.2%	0.2%
COc1cc2c(C(=O)NCc3ccc4c(c3)OCO4)cn(C)c(=O)c2cc1OC	-6.0%	0.7%	-8%	-10	-15	i	0.7%	-6%	-1.8%	0.6%
Cc1ccc(C2CC(=O)C(C=NCCN3CCN(CC(=O)Nc4cc(C)cc(C)c4)CC3)=C(O)C2)cc1 (stereo unspecified)	-7.3%	·	5%	-17	-2	i	0.0%	9%	1.8%	-0.4%
CCCCN(C(=O)c1cc2ccccc2o1)c1c(N)n(CCC)c(=O)[nH]c1=O	-1.9%	1.5%	-5%	8	11	i	0.2%	0%	-2.5%	0.2%
O=c1c2ccccc2sc2ccc(C#CC3(O)CCCCC3)cc12	·	-2.5%	2%	·	·	i	0.8%	7%	·	-0.7%
O=C(Nc1ncccc1O)c1ccc2c(c1)OCO2	·	1.6%	1%	·	·	·	-1.6%	8%	·	·
CC(C)[C@@H](C(=O)NCC1CCC(C(=O)O)CC1)n1nnc2ccccc2c1=O (stereo partly specified)	-3.7%	0.9%	-7%	4	13	i	-0.2%	5%	0.9%	-0.1%
C=CCSc1nnc(NC(=O)CSc2nc(CCC)cc(=O)[nH]2)s1	-0.1%	13%	-5%	-9	-4	i	0.6%[50 µM]	8%	-2.7%	0.3%
CCN(CC(=O)Nc1cc(Cl)ccc1C)c1ncnc2sc(C)c(C)c12	-3.8%	9.3%	-5%	3	-4	i	2.2%	5%	3.7%	-2.0%
CC(C)(C)NCCCCOc1ccccc1F	-1.9%	0.5%	1%	0	17	i	0.1%	2%	-3.3%	-0.8%
CCOC(=O)N1CCC(N2C(=O)c3ccccc3C2Nc2ccc(Cl)cn2)CC1 (stereo unspecified)	-5.9%	-1.0%	-2%	-9	4	i	2.5%	15%	2.3%	-0.5%
O=C(Nc1ccc2c(c1)OCO2)C1CC(c2ccccc2O)=NO1 (stereo unspecified)	·	1.1%	·	·	·	·	1.4%	13%	·	-1.0%
CCOC(=O)C1C(=O)C=C(c2cccs2)CC1c1ccccc1 (stereo unspecified)	-1.7%	3.3%	-4%	20	-15	i	1.3%	2%	1.0%	0.4%
Cc1sc(NC(=O)c2ccco2)c(C(c2cccnc2)N2CCC(C)CC2)c1C (stereo unspecified)	1.0%	8.1%	-1%	-14	-9	i	0.4%	0%	5.9%	2.5%
CCOC(=O)N1CCC(NC(=O)c2cc(C(=O)NCc3ccc(F)cc3)ccc2CO)CC1	-3.3%	2.5%	-1%	8	-40	i	0.3%	0%	0.0%	-0.2%
Cc1nnc(SCC(=O)Nc2ccc3c(c2)OCO3)o1	-3.0%	-0.2%	1%	5	5	i	3.1%	7%	-0.1%	1.9%
CCN(CC)c1ccc(C(=S)N2CCN(c3ccccc3)CC2)cc1	-0.1%	4.4%	6%	24	23	i	2.8%	20%	2.8%	-0.2%

Compound activity from PubChem.
